D3 ag: qHTS of D3 Dopamine Receptor Agonist: qHTS; AID 652048, 2013; max activation, %; D(3) dopamine receptor (Homo sapiens), P35462; actives 0.58% (n = 410,000); D3R DiscoveRx beta-arrestin cells, luminescence, 90 min; in the data active means max activation above about 30%; further: 0% is about no effect; mostly tested at two doses, the higher about 12 µM
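Agonist-mode cell screen: cells plated at 1500/well and incubated overnight at 37 °C, then exposed to library compounds for 90 min at 37 °C. Detection reagent was added for 30–60 min at room temperature, and luminescence was read.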
EPAC2 ag: qHTS for Agonist of cAMP-regulated guanine nucleotide exchange factor 4 (EPAC2): primary screen; Rap guanine nucleotide exchange factor 4 (Homo sapiens), Q8WZA2; EPAC2 activation, biochemical qHTS; response scale: 100% = 6.5 mM cAMP response; Potency, µM (doses to about 154 µM), for the others: at the top dose activation, most hits filed as activators; actives 0.079% (n = 360,000); AID 720711, 2013; further: potency means the concentration at half of the fitted maximal effect; nearly all actives have a fitted effect of over 50% in size
Target sequence (Q8WZA2 whole entry, looked up): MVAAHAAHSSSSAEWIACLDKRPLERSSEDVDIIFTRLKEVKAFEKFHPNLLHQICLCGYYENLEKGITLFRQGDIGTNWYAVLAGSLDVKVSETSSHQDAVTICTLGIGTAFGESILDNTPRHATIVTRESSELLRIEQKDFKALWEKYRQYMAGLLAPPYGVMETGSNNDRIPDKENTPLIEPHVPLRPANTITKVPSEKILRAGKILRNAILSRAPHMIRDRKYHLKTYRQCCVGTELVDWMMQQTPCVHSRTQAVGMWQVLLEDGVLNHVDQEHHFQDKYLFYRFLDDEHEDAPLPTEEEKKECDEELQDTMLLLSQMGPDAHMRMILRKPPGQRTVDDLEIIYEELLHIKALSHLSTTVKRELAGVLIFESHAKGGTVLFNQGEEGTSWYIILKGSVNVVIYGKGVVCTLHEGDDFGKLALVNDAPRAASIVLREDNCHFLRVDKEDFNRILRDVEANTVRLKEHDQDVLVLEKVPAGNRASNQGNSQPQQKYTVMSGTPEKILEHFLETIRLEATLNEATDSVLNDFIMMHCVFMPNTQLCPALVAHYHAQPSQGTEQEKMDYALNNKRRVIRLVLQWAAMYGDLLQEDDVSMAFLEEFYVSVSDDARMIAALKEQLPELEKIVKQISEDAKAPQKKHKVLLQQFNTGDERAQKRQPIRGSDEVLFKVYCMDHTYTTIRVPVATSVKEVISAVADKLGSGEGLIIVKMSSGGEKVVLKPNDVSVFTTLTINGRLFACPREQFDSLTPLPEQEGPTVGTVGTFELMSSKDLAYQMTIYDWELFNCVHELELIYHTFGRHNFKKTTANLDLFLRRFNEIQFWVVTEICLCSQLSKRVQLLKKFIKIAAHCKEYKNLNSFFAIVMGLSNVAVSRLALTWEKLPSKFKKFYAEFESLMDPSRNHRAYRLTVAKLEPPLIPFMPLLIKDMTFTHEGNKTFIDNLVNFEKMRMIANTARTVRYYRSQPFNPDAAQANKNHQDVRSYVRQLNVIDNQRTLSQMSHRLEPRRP
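qHTS, titration series. 100 nM EPAC2 / 250 nM Rap1B-BODIPY-GDP / 50 uM GDP; RT; ex 480/em 540 nm, 5-min reads to 30 min. Norm. to 6.5 mM cAMP = activation.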
aSyn yeast inh: qHTS of alpha-syn Inhibitors. Yeast expressing alpha-synuclein, growth rescue, BacTiter-Glo, 24 h. Potency, µM (highest dose often 46.1 µM), inactives show at the top dose growth rescue (activation), actives largely listed as activators. actives 0.14% (n = 370,000). AID 652106, 2013; further: potency means the concentration at half of the fitted maximal effect; % of control where 0% means no effect; nearly all actives have a fitted effect of over 65% in size
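Readout is rescue of growth in alpha-synuclein-expressing yeast, so inhibitors of toxicity appear as activators. Growth after 24 hr at 30 deg C in galactose medium is quantified by luminescence.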
FUS suppressor: qHTS for Suppressors of FUS Proteinopathy: Primary screen using FUS-linked yeast assay; S. cerevisiae FUS-expressing, growth rescue, OD600, 24 h; actives 0.24% (n = 390,000); Potency, µM (titrated, usually from 76.6 µM), without a hit: top-dose growth rescue (activation), most hits filed as activators;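 further: potency means the concentration at half of the fitted maximal effect; plate controls were DMSO vehicle for no effect and reference control for full effect; nearly all actives have a fitted effect of over 55% in size; some results filed as inactive show a strong effect at the top dose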
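Quantitative HTS measuring growth restoration of FUS-toxic yeast. Galactose-induced cells (OD 0.005) were exposed 24hr at 30C to compounds at several concentrations, then absorbance at 600 nm was recorded.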
D3 antag: qHTS of D3 Dopamine Receptor Antagonist: qHTS; actives 2.5% (n = 360,000); D3R cells, DiscoveRx beta-arrestin luminescence, antagonist mode; active compounds read low; max response, negative = inhibition, %; AID 652054, 2013; D(3) dopamine receptor (Homo sapiens), P35462; in the data active means max response below about -50%; inconclusive means no clear call, values can overlap the other calls; further: on the % scale 0 is the no-effect control and ±100 the full control effect; mostly tested at two doses, the higher about 12 µM
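Cells plated overnight at 1500 cells/well, then exposed to library compounds with dopamine controls for 90 minutes at 37 degrees C. DiscoveRx reagent added for 30–60 minutes at room temperature; luminescence read, quantitative HTS format.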
EPAC2 antag: qHTS for Antagonist of cAMP-regulated guanine nucleotide exchange factor 2 (EPAC2): primary screen; EPAC2 GEF exchange of Rap1B-BODIPY-GDP, fluorescence; actives 0.18% (n = 360,000); AID 720708, 2013; Potency, µM (doses to about 114 µM), for the others: at the highest dose activity, negative = inhibition, most hits filed as inhibitors; Rap guanine nucleotide exchange factor 4 (Homo sapiens), Q8WZA2; further: potency means the concentration at half of the fitted maximal effect; on the % scale 0 is the no-effect control and ±100 the full control effect; nearly all actives have a fitted effect of over 45% in size; many of its hits are not listed in these tables
TDP-43 yeast inh: qHTS of TDP-43 Inhibitors; Potency, µM (top dose mostly 46.1 µM), without a hit: at the highest dose growth rescue (activation), actives largely listed as activators; TDP-43 expressing yeast growth rescue, BacTiter-Glo, 24 h; actives 1.8% (n = 410,000); further: potency means the concentration at half of the fitted maximal effect; % of control where 0% means no effect; nearly all actives have a fitted effect of over 50% in size
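Yeast expressing TDP-43 (pregrown in raffinose, seeded at OD600=0.02 in galactose medium) exposed to compounds 24 hr at 30 deg C. Growth read by BacTiter-Glo luminescence; rescue of toxicity appears as increased signal.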
Abeta yeast res: qHTS for compounds that reverse cellular toxicity of Amyloid beta (A-beta) peptide in yeast: Primary Screen; yeast expressing A-beta42, growth rescue, OD600, 48 h; response scale: 0% DMSO, 100% iron-clioquinol control; Potency, µM (doses to about 46.1 µM), for the others: at the top dose growth rescue, actives largely listed as activators; actives 0.063% (n = 410,000); further: potency means the concentration at half of the fitted maximal effect; nearly all actives have a fitted effect of over 55% in size
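Yeast growth medium received pinned compounds, then yeast cells expressing toxic A-beta were added; plates incubated at 30 C for 48 hr. Growth read as absorbance at 600 nm, normalized to DMSO and equimolar FeCl3 plus clioquinol controls.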
* marks the source's active call; other numbers are inactive results; ? = inconclusive; nt = no result given; & = joins results of further samples; [ ] = another dose, or the depositor's remark. Unless noted, the call rests on the fitted dose curve; in most records, active means well fitted curve in the direction sought with a large enough effect; inconclusive means small, poorly fitted or top-dose-only effect, or another doubt; inactive means no such curve, though single readings can be large; an effect the other way counts as inactive or inconclusive. Some of the compounds tested. The share of hits here may be higher or lower than overall.

SMILES	D3 ag	EPAC2 ag	aSyn yeast inh	FUS suppressor	D3 antag	EPAC2 antag	TDP-43 yeast inh	Abeta yeast res
Cc1ccc(C)c(NC2=C(Cl)C(=O)OC2OC(=O)c2ccco2)c1 (stereo unspecified)	2	-10%	2%	2%	-3	-12%	27%	11%
O=C(CNC(=O)c1ccc(Br)o1)NNC(=O)c1ccccc1F	6	2%	-8%	nt	-3	-5%	?	-1%
CC1CCN(S(=O)(=O)c2ccc(S(=O)(=O)NCc3ccco3)cc2)CC1	-3	3%	1%	-1%	-27	1%	-29%	-21%
Oc1ccccc1-c1nc(NCCN2CCOCC2)c2ccccc2n1	-5	0%	0%	23%	-18	-10%	12%	-5%
COc1ccc(S(=O)(=O)Nc2cccc3c2O[C@H](CN(C)Cc2ccccc2)[C@@H](C)CN([C@H](C)CO)C3=O)cc1	-15	8%	-1%	22%	-12	-6%	-8%	-3%
O=C(CN1CCCC1)N1c2ccccc2Sc2ccc(C(F)(F)F)cc21	-21	-1%	0%	-18%	-18	-3%	8%	3%
CCOC(=O)CC1=NC(=O)CS1	4	17%	1%	-19%	3	2%[57.1 µM]	5%	21%
Cc1nc(N(C)C)ncc1C(=O)O	3	3%	6%	-25%	0	9%	2%	6%
CCOc1ccc2oc(C(=O)OCC(=O)N3C(C)CCCC3C)c(C)c2c1 (stereo unspecified)	6	6%	4%	11%	-9	-17%	25%	1%
Cn1c(=O)c2c(nc(SCC(=O)NCc3ccco3)n2C)n(C)c1=O	-3	3%	-14%	3%	-13	-8%	-26%	-19%
COc1ccc(OC)c(NC(=O)c2sc3nc(C)cc(C)c3c2N)c1	-14	6%	-5%	22%	22	11%	-7%[1.82 µM]	-3%
COC(=O)Cn1c(=NC(=O)C2COc3ccccc3O2)sc2cc(S(N)(=O)=O)ccc21 (stereo unspecified)	-1	8%	-1%	nt	-5	3%	12%	-8%
O=C(O)c1cc2cc(Cl)ccc2oc1=O	34*	6%	5%	2%	-28	2%	-31%[inhibitor]	-7%
CCS(=O)(=O)n1nc(-c2cccnc2)nc1NCc1ccc(F)cc1	16	5%	-2%	18%	-7	6%	-15%[1.82 µM]	11%
CCCNC(=O)CCn1nc(-c2ccc(C)cc2)c2ccccc2c1=O	1&4	2%	10%	-18%&26%	-4	3%	10%&0%	18%&-6%
NC(=O)c1nn(Cc2ccccc2)c(=O)c2ccccc12	-11	7%	-3%	7%	-5	3%	-1%	-9%
COc1ccc(NC(=O)CNc2cc(S(=O)(=O)N3CCOCC3)ccc2N2CCOCC2)c(OC)c1	2	1%	2%	-7%	-19	1%	1%	-10%
COc1ccc(OC)c(NC(=O)Nc2cccc(Cn3cccn3)c2)c1	5	9%	-3%	38%	-23	-2%	28%	0%
Cc1nnc(SCC(=O)Nc2ccc(Cl)cn2)n1Cc1ccccc1	-3	-3%	-17%	19%	-20	11%	-10%	-4%
Cc1[nH]c2ccccc2c1/C=N/Nc1cccc(C(=O)O)c1	2	4%	7%	6%	8	4%	18%	29%
CC(OC(=O)C1=Cc2ccccc2OC1)C(=O)NC1CCCC1 (stereo unspecified)	-9	6%	0%	-4%	13	1%	-24%	-10%
Cc1nc2ccccn2c1C(=O)CSc1ccccc1Cl	4	7%	9%	-18%	48	-5%	35µM*	10%[9.22 µM]
CCn1c(SCC(=O)N2CCc3ccccc32)nc2c(c1=O)SC(C)C2 (stereo unspecified)	2	8%	-7%	-20%	7	4%	-1%	-23%
CC(C)N(C(=O)c1ccccc1-c1ccccc1)C(C)C	0	3%	20µM*	2%	-13	3%	-3%	19%
COc1ccc(C2=NOC(C(=O)Nc3cccnc3)C2)cc1 (stereo unspecified)	-1	6%	-1%	?	-23	-12%	-3%	-3%
COc1ccccc1C(CC(=O)c1ccccc1)C(=O)c1ccccc1 (stereo unspecified)	10	17%	3%	27%	30	-28%	-2%	?
Cc1ccc([N+](=O)[O-])c(-c2n[nH]c(=S)n2-c2cccc(Cl)c2)c1	0	-7%	6%	3%	-13	-5%	0%	23%
CCOc1cc(NC(=S)NCC2CCCO2)c(OCC)cc1NC(=O)c1cccc(F)c1 (stereo unspecified)	-7	-2%	-1%	?	11	-1%	-4%	11%
CC(Sc1nnc(-c2ccco2)n1C)C(=O)N1C(C)CCCC1C (stereo unspecified)	4	-2%	0%	0%	16	18%	24%	-4%
COc1cccc(-c2c(-c3cc(OC)cc(OC)c3)n(C)c3ccc(-c4cnc(N5CCOCC5)nc4)cc23)c1	3	9%	-7%	0%	8	0%	14%	-1%
CCc1ccc(OCc2nnc(SCCN3CCOCC3)n2C)cc1	0	-10%	-2%	-8%	?	3%	10%	2%
COCCn1c(=O)[nH]c2cc(C(=O)NCc3ccccc3Cl)ccc2c1=O	5	nt	-2%	5%	nt	nt	23%	-4%
CCOC(=O)C1CCCN(C(=O)c2ccc(S(=O)(=O)N3CCOCC3)cc2)C1 (stereo unspecified)	-8	5%	-3%[1.84 µM]	13%	-23	11%	-9%	17%
COc1ccc(-c2cc(C(F)(F)F)nc(NCCc3ccccc3)n2)cc1	-15	nt	nt	-22%	nt	nt	-2%	-4%
CC(=O)N1CC(C)c2scc(C)[n+]2-c2ccccc21 (stereo unspecified)	3	6%	6%	9%	19	-4%	-5%	-14%
O=c1c(-c2ccccc2Cl)coc2c(CN3CCCCC3)c(O)ccc12	2	11%	1%	-10%	-11	17%	-8%	-9%
O=C(N[C@@H](Cc1ccccc1)C(=O)N[C@@H](Cc1ccccc1)C(=O)O)OCc1ccccc1	19	-2%	0%	-2%	0	5%	5%	1%
O=C(CSc1nc2[nH]ncc2c(=O)[nH]1)Nc1cc(C(F)(F)F)ccc1Cl	6	1%	?	-7%	5	-6%	23%	-6%
CCN(c1ccc(NC(=O)COC(=O)C2CCN(c3ccc(C(F)(F)F)cn3)CC2)cc1)C(C)C	-2	-8%	-6%	15%	-6	-14%	7%	-6%
O=C(Nc1ccc(N2CCN(C(=O)c3ccco3)CC2)cc1)c1cccnc1Cl	5	0%	4%	13%	14	7%	9%	-4%
COc1cccc(C(NC(=O)C2CCN(CCCOc3ccccc3)CC2)c2ccccn2)c1 (stereo unspecified)	-21	8%	6%	14%	-89*	-2%	15%	-4%
Cc1cccc(-c2ccc(C=Nc3c(C)n(C)n(-c4ccccc4)c3=O)o2)c1	1	17%	-18%	-3%	15	-1%	-5%	0%
Cc1cc(=O)[nH]c(SCC(=O)NCCc2ccccc2)n1	5	1%	1%	nt	9	-21%	4%	27%
CCN(CC)CCn1c(/N=C/c2ccc(OC)c(OC)c2)nc2ccccc21	-4	3%	1%	-6%	-10	1%	-14%	-20%
CC/C(C)=N/Oc1nc(C)cc(C)n1	4	8%	-2%	-20%	?	8%	3%	-24%
COc1ccccc1C(=O)NCCC(=O)N(C)Cc1cccs1	-1	12%	-6%	-6%	0	-4%	-6%	2%
Cc1ccc(S(=O)(=O)N2C[C@H]3[C@H]4C(=O)N(c5ccccc5)C(=O)[C@H]4C[C@H](OC(=O)NCc4ccccc4F)[C@@]3(O)C2)cc1	-2	15%	2%	?	-5	-2%	0%	-1%
COC(=O)c1ccc(CN(C(C)=O)c2ccccc2)o1	3	4%	1%	27%	13	-7%	-8%	-3%
COCCN(C(=O)CCC(=O)Nc1cc(C)on1)C(C(=O)NC1CCCC1)c1ccc(C(C)C)cc1 (stereo unspecified)	-2	-12%	-1%	31%	8	-17%	-6%	7%
CCN(CC)CCP(=O)(c1ccccc1)c1ccccc1	-9	10%	-10%	-16%	8	6%	-16%	3%
CC(=O)N1c2ccccc2CCc2ccc([N+](=O)[O-])cc21	0	-1%	2%	-24%	13	-10%	?	7%

Nine neighbouring records already listed, for reference:
SMILES	D3 ag	EPAC2 ag	aSyn yeast inh	FUS suppressor	D3 antag	EPAC2 antag	TDP-43 yeast inh	Abeta yeast res
O=C(Nc1ccc(N2CCN(C(=O)c3ccco3)CC2)cc1)c1cccnc1Cl	5	0%	4%	13%	14	7%	9%	-4%
COc1cccc(C(NC(=O)C2CCN(CCCOc3ccccc3)CC2)c2ccccn2)c1 (stereo unspecified)	-21	8%	6%	14%	-89*	-2%	15%	-4%
Cc1cccc(-c2ccc(C=Nc3c(C)n(C)n(-c4ccccc4)c3=O)o2)c1	1	17%	-18%	-3%	15	-1%	-5%	0%
Cc1cc(=O)[nH]c(SCC(=O)NCCc2ccccc2)n1	5	1%	1%	nt	9	-21%	4%	27%
CCN(CC)CCn1c(/N=C/c2ccc(OC)c(OC)c2)nc2ccccc21	-4	3%	1%	-6%	-10	1%	-14%	-20%
CC/C(C)=N/Oc1nc(C)cc(C)n1	4	8%	-2%	-20%	?	8%	3%	-24%
COc1ccccc1C(=O)NCCC(=O)N(C)Cc1cccs1	-1	12%	-6%	-6%	0	-4%	-6%	2%
Cc1ccc(S(=O)(=O)N2C[C@H]3[C@H]4C(=O)N(c5ccccc5)C(=O)[C@H]4C[C@H](OC(=O)NCc4ccccc4F)[C@@]3(O)C2)cc1	-2	15%	2%	?	-5	-2%	0%	-1%
COC(=O)c1ccc(CN(C(C)=O)c2ccccc2)o1	3	4%	1%	27%	13	-7%	-8%	-3%
